From PubChem BioAssay
PLAP act = PLAP enzyme activators, biochemical, luminescence, HTS; Alkaline phosphatase, placental type (Homo sapiens), P05187; AID 696, 2007; 96,000 tested, 1.2% active; activation fold at 20 µM; purified PLAP enzyme, luminescent substrate read-out; stronger effect = higher value; in the data active = activation fold above about 2
PTK2B oligo ant = antagonists of Pyk2 self-association, primary screen, Q293 cells, FERM NanoBiT luminescence, HTS; Protein-tyrosine kinase 2-beta (Homo sapiens), Q14289; stronger effect = lower value; z-score (the deposit names both 25 µM and 10 µM); 99,000 tested, 0.83% active;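 active = Z-score of -3 or lower, scaled per plate to the spread of control and sample wells; inactive = z-score above -3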;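 also: negative z-score means lost luminescence so less FERM oligomerization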
CYP2C19 act = human CYP2C19 activators, primary screen, biochemical, luminescence; Cytochrome P450 2C19 (Homo sapiens), P33261; recombinant CYP2C19, luciferin-H EGE luminescence; stronger effect = higher value; 0 = fully inhibited enzyme, 1 = untreated enzyme; activation factor at 5 µM; 96,000 tested, under 10 active; AID 1025, 2008;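 active = activation factor of at least 2 at 5 µM in the primary screen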;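 also: 0 = wells with 2.5 mM tranylcypromine and 1 = vehicle-only wells; values of inactives mirror those of a sister screen read the other way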
CD11b adhes enh = enhancers of CD11b/CD18 adhesion to fibrinogen, primary screen, K562 cells, luminescence; Integrin beta-2 (Homo sapiens) + Integrin alpha-M (Homo sapiens), P05107+P11215; ATPlite luminescence; activation, % at 10 µM; 93,000 tested, 0.07% active; AID 1499, 2009;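 active = 10 µM primary screen giving 50% or more activity, confirmed by 40% or more on retest at that dose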; also: strong numbers were not always called active; reference of the scale not given here
Target sequence (P05107 whole entry, looked up, other chains not shown): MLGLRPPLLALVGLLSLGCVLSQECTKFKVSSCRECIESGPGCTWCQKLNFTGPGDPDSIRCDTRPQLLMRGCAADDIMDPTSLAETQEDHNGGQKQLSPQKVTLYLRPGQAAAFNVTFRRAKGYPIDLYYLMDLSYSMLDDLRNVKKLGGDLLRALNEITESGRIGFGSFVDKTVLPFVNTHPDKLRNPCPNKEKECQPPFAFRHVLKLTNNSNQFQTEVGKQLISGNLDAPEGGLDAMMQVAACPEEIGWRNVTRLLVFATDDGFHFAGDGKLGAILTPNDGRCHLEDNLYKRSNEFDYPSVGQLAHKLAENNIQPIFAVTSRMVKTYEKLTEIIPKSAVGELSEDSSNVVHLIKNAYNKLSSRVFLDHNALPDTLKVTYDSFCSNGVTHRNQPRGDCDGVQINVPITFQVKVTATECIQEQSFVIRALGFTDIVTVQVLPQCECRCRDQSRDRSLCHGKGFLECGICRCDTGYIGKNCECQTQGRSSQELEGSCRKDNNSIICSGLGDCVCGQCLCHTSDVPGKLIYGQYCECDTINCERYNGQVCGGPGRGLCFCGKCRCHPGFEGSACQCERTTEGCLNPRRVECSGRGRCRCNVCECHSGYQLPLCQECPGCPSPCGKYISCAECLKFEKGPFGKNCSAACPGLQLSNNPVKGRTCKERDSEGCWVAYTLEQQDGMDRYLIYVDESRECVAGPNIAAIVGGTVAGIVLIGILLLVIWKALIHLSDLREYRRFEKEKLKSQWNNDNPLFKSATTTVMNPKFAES
Mac1 fbg inh = inhibitors of CD11b/CD18 adhesion to fibrinogen, primary screen, K562 cells, luminescence; Integrin beta-2 (Homo sapiens) + Integrin alpha-M (Homo sapiens), P05107+P11215; inhibition, % at 10 µM; 93,000 tested, 0.54% active; ATPlite luminescence; Mn2+ added to activate the integrin;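 active = primary inhibition of 50% or more at 10 µM, then 40% or more on retest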; also: some results filed as inactive read as strong as hits
MT1-MMP txn act = MT1-MMP promoter reporter activation – cell-based, luciferase luminescence, primary screen. activation factor at 10 µM. 86,000 tested, 0.16% active. HT1080 MT1-MMP promoter luciferase reporter, overnight; stronger effect = higher value. AID 750, 2007;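 active = activation factor of at least 2 for MT1-MMP transcription at 10 µM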
CYP2C9 inhib = blockers of cytochrome P450 2C9 activity – biochemical, luminescence, ADME assay, primary screen | 96,000 tested, 20% active | inhibition, % at 5 µM | AID 777, 2007 | P11712 | CYP2C9 Supersomes, luciferin-H conversion;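 active = blocking of liver enzyme CYP2C9 beyond about 50% at 5 µM, limit read from the data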; also: values of inactives mirror those of a sister screen read the other way
CYP2C9 act = human CYP2C9 activators, primary screen, biochemical, luminescence. Cytochrome P450 2C9 (Homo sapiens), P11712. recombinant CYP2C9, luciferin-H conversion; stronger effect = higher value; factor 1 = untreated enzyme, 0 = blocked. activation factor at 5 µM. 96,000 tested, 1.4% active. AID 1024, 2008;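 active = activation factor of 2 or more for CYP2C9 at a 5 µM dose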;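 also: 0 = sulfaphenazole-blocked wells and 1 = vehicle-only wells; values of inactives mirror those of a sister screen read the other way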
CYP2C19 inh = blockers of cytochrome P450 2C19 activity – biochemical, luminescence, ADME assay, primary screen | 96,000 tested, 21% active | P33261 | CYP2C19 Supersomes, luciferin-H EGE luminescence, 30 min | inhibition, % at 5 µM | AID 778, 2007;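 active = CYP2C19 inhibition above a set limit at 5 µM in the primary screen, cut at about 50% in these data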;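 also: plate controls were negative control wells for no effect and 2.5 mM tranylcypromine positive control for full effect; values of inactives mirror those of a sister screen read the other way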
The depositor's hits bear a star; · = no result given.

SMILES	PLAP act	PTK2B oligo ant	CYP2C19 act	CD11b adhes enh	Mac1 fbg inh	MT1-MMP txn act	CYP2C9 inhib	CYP2C9 act	CYP2C19 inh
COCCNC(=O)c1onc(CSc2ccc(C(C)C)cc2)c1C(=O)O	1	·	0.7	·	·	·	66.4*	0.3	33.7
CCN1CCN(C(CNS(=O)(=O)c2ccc(OC)cc2)c2cccnc2)CC1 (centres undefined)	1.1	·	1	-5.2	-0.8	1.1	-5.2	1.1	2.0
Cc1ccc(NC(=S)N2CCC(c3nc4ccccc4s3)CC2)cc1C	1	0.9	1	·	·	·	9.3	0.9	0.1
O=C(NCCCn1ccnc1)c1csc2ccccc12	0.8	0.16	0.1	5.0	-24.1	1.3	87.1*	0.1	87.3*
Cc1ccc(-c2nnn(CC(=O)NCC3CC3)n2)o1	0.9	0.44	0.9	·	·	1.1	-9.3	1.1	5.7
CC1CN(C(=O)CN2C(=O)NC(C)(c3ccccc3)C2=O)CC(C)O1 (centres undefined)	1.2	1.44	1.1	-0.9	-11.1	1.1	-27.2	1.3	-12.4
C=CCOC(=O)C(C#N)c1nc2ccccc2nc1N1CCN(Cc2ccccc2)CC1 (centres undefined)	1.5	-0.43	0.4	16.9	9.2	1.1	64.1*	0.4	56.8*
COCCNC(=O)Cn1nc(C(F)(F)F)c(Cl)c1C	1.1	0.46	0.6	-1.5	12.4	1.1	19.0	0.8	40.3
O=C(Nc1ccccc1C(=O)NCc1ccco1)c1ccco1	1	-1.08	0.6	2.0	-9.7	1.2	70.9*	0.3	36.5
COc1c(OC(C)=O)ccc(/C=C/c2ccc3ccccc3n2)c1[N+](=O)[O-]	1.3	-1.49	0.1	-7.1	88.4	·	27.4	0.7	88.6*
COCC(O)CSc1nc(C)[nH]c1[N+](=O)[O-] (centres undefined)	0.9	0.37	1.1	-0.9	-26.9	0.9	-18.7	1.2	-10.5
Cc1ccc(C(=O)CN2/C(=C(\O)c3ccccc3)C(=O)c3ccccc3S2(=O)=O)c(C)c1	1.1	-1.46	0.8	-1.2	0.2	1	69.3*	0.3	20.4
Cc1cc(C(=O)CSc2nc3ccccc3n2C)c(C)n1C	0.8	0.67	0.7	-3.6	-47.0	1.2	-239.3	3.4*	33.1
COc1ccc(C(=O)NC2CCCCC2)cc1S(=O)(=O)N1CCCC1	1	1.24	0.7	-4.1	-5.7	1.2	53.4*	0.5	31.4
N#Cc1ccc(NC(=O)COC(=O)C2=COCCO2)cc1	1	0.39	1	-1.5	63.6	1.2	-8.2	1.1	3.0
Fc1ccc(Sc2cc(Cl)c(-c3ccccc3)nn2)cc1	0.8	-3.49*	0.5	·	·	·	56.6*	0.4	45.4
COc1ccc(OC)c2c1C(=O)c1ccccc1C2=O	0.7	·	0.9	-0.4	-12.2	·	17.5	0.8	6.9
COc1cc(C2NC(=O)NC(C)=C2C(=O)OCc2ccc(C)cc2)cc(OC)c1O (centres undefined)	1.4	-0.1	0.6	1.6	11.8	1	22.6	0.8	37.8
O=C(CSCc1ccccc1Cl)NN=C1CCCCCC1	0.9	0.3	0.4	2.9	-7.0	·	12.2	0.9	63.4*
Cc1nnc(N2CCCCC2)c2ccccc12	0.9	-0.49	1	18.3	-24.9	1.2	-12.8	1.1	-1.9
CS(=O)(=O)c1sc2nc(-c3cccs3)cc(-c3ccccc3)c2c1N	1.3	-0.31	0.9	2.8	-9.4	2.2*	38.4	0.6	11.4
O=C(CSc1ncn[nH]1)Nc1ccccc1C(=O)O	0.9	0.44	1	-1.5	-4.3	1.2	0.7	1	-4.8
CCOc1ccc(N(Cc2cc3ccc(C)cc3[nH]c2=O)C(=O)COC)cc1	1.5	0.49	0.7	-2.8	-18.7	1.1	45.2	0.5	26.7
Cc1noc(N)c1C(=O)Nc1ccc(F)c(Cl)c1	1	-0.39	0.9	-2.9	-12.0	1.1	20.5	0.8	7.5
S=c1[nH]nc(-c2cccnc2)n1Cc1ccccc1	0.9	0.15	0.8	-5.5	10.5	1.1	28.1	0.7	16.1
(more compounds)
SMILES	PLAP act	PTK2B oligo ant	CYP2C19 act	CD11b adhes enh	Mac1 fbg inh	MT1-MMP txn act	CYP2C9 inhib	CYP2C9 act	CYP2C19 inh
CC(=O)Nc1ccccc1-c1nc2ccc(C(=O)N3CCN(c4cc(C)ccc4C)CC3)cc2[nH]c1=O	1.6	·	0.3	1.4	1.9	·	99.1*	0	69.5*
CC1(C)C/C(=C(/C#N)C(N)=O)CCO1	0.8	-3.62*	1.2	4.2	-12.4	1.1	-18.3	1.2	-16.7
Oc1c(C=NCc2ccncc2)sc2ccccc12	0.9	·	0.1	0.9	2.2	1.1	44.5	0.6	92.0*
Cc1ccc2c(CSc3nnc(N)s3)cc(=O)oc2c1	1.2	-0.22	0.2	-1.0	-4.6	·	39.9	0.6	84.8*
O=C(CNC(=O)c1cccs1)NCC(=O)OCc1ccccc1Cl	1	2.09	0.8	-5.2	-4.7	·	-11.8	1.1	19.1
Cc1c(Br)cc(C(=O)N2CCCC2)c(C)c1C	1.6	0	0.1	6.5	-39.4	1.1	-90.7	1.9	92.4*
O=C(CCCc1ccccc1)NCCCN1CCOCC1	0.8	1.21	1.1	-1.1	-0.4	1.1	-18.5	1.2	-13.3
CCc1nnc(NCn2nc(C)cc2C)s1	1.1	0.49	0.8	-1.3	-9.5	·	1.7	1	18.0
Cc1c(NC(=O)COc2ncnc3ccccc23)c(=O)n(-c2ccccc2)n1C	1	0.42	1	1.0	-13.6	1.1	2.0	1	-4.1
Cc1c(C=NCCOCc2ccccc2)cnn1C	1	0.72	1.1	·	·	1	-6.8	1.1	-9.1
COc1ccc(N2C(=O)CCC(C(=O)O)C2c2ccc(OC)c(OC)c2)cc1 (centres undefined)	1.1	-0.16	1	-1.8	-12.1	·	7.1	0.9	3.6
CCc1n[nH]c2c1/C(=N/O)CCC2	0.9	-0.04	1.1	-5.5	2.1	1.1	-17.6	1.2	-14.1
c1ccc(N2CCN(c3ccc4nncn4n3)CC2)nc1	0.9	·	0.1	41.6	-8.4	·	78.6*	0.2	89.1*
CC(C)N(Cc1nc(-c2ccc(Cl)cc2)no1)C(=O)CCC1CCCC1	1.5	·	0.7	9.4	40.8	1	33.1	0.7	29.8
CN(c1ccc(C(=O)Nc2ccccc2C(F)(F)F)cc1)S(C)(=O)=O	0.9	0.47	0.8	2.0	-2.3	1	-1.6	1	15.0
Cc1ccc(C(=O)O)cc1S(=O)(=O)NCC1CCCO1 (centres undefined)	0.8	0.77	1	-3.5	-20.5	1	5.8	0.9	-0.9
Cc1cc(C)n2cc(CSc3nnnn3-c3ccccc3)nc2n1	0.9	1.25	1	-3.3	-10.3	1	-20.4	1.2	3.5
CCOC(=O)Cc1c(C)c2ccc(N(CC)CC)cc2oc1=O	1.4	0.84	1	-9.0	0.6	1.1	-111.5	2.1*	3.3
Cc1cc(C)c2c3c(sc2n1)C(c1ccccc1)C(C#N)=C(N)O3 (centres undefined)	1	1.35	1.1	-5.0	8.4	·	11.0	0.9	-7.9
COc1ccc(CC(=O)O/N=C(\N)Cc2ccc(OC)cc2)cc1	1	-0.27	0.9	-1.0	1.1	·	0.3	1	5.6
O=C(Cc1ccccc1)NCCSCc1ccc(Cl)cc1	0.8	-0.49	0.7	·	·	·	62.7*	0.4	26.8
CCCC1CCc2c(sc(NC(=O)c3cccs3)c2C(N)=O)C1 (centres undefined)	0.8	-1.31	1.1	·	·	1.1	13.6	0.9	-14.3
Cn1c(NC(=O)c2cccs2)cc(=O)n(C)c1=O	0.9	·	1	-0.4	-4.9	1	-5.4	1.1	2.4
COC(=O)c1cccc(S(=O)(=O)N2CCC(C)CC2)c1	0.9	0.28	0.5	-2.3	-16.0	1	-16.0	1.2	54.9*
COC(=O)CC1=C(C(=O)OC)C(c2ccncc2)C(C#N)=C(N)O1 (centres undefined)	1.1	-0.43	0.2	-1.6	-34.1	1.2	80.3*	0.2	79.5*
More structures follow:
SMILES	PLAP act	PTK2B oligo ant	CYP2C19 act	CD11b adhes enh	Mac1 fbg inh	MT1-MMP txn act	CYP2C9 inhib	CYP2C9 act	CYP2C19 inh
O=C(CCC(=O)OCC(=O)c1ccc(Br)cc1)Nc1ccc(Br)c2cccnc12	1	0.75	0.7	-1.8	9.9	·	-198.7	3*	31.2
O=C(NCc1ccc2c(c1)OCO2)C1CCC(CNc2c(N3CCCC3)c(=O)c2=O)CC1 (centres undefined)	0.9	·	1	0.0	2.6	1	2.9	1	-2.0
N#Cc1c(N)n(CCNC(=O)c2ccc(Cl)cc2)c2nc3ccccc3nc12	0.9	-0.84	0.9	-6.9	-17.1	·	-3.8	1	10.0
COc1ccc(-n2ncc(S(=O)(=O)c3ccccc3)c2-c2ccc(Cl)cc2)cc1	1.4	-3.27*	0.6	1.4	13.9	·	72.4*	0.3	40.1
Cc1ccc(S(=O)(=O)NCCOc2nc(N3CCOCC3)nc(N3CCOCC3)n2)cc1	1.2	1.69	0.8	2.0	-8.0	1.1	35.5	0.6	23.9
O=C(COC(=O)CCC1CCCC1)Nc1ccc(Cl)cn1	1.1	-0.11	0.8	-1.9	0.7	1.1	30.5	0.7	21.7
Cc1ccc(OCc2nnc(SCCN3CCOCC3)n2C)cc1	1	-0.93	1.1	0.1	-0.9	1.2	-8.5	1.1	-14.0
CN(C)C=NC1=NN(c2cccc(C(F)(F)F)c2)CC1	1	-0.39	0.6	-1.4	-41.4	·	1.6	1	43.0
O=C(NCc1cccc(Cl)c1)c1cccnc1	1.3	0.74	0.8	2.3	23.0	1	17.0	0.8	23.7
Nc1cc2c(cc1C(=O)c1ccc(Cl)cc1)OCCO2	0.7	-0.86	0.4	-0.2	-30.5	·	70.3*	0.3	60.9*
CC(=O)Nc1ccc(S(=O)(=O)N2CCSC2C(=O)O)cc1 (centres undefined)	0.8	-0.18	0.8	-1.8	-1.4	·	4.8	1	19.0
CC(C)(O)C#CC#CCN1CCOCC1	1.3	1.59	1.1	0.7	7.5	1.2	9.5	0.9	-6.1
COc1cccc(C(=O)N/N=C2/SCC(=O)N2CCc2ccc(OC)c(OC)c2)c1	0.9	1.31	0.8	1.2	-16.4	·	33.2	0.7	24.2
COc1ccc(-n2c(SCC(N)=O)nc3nc4c(cc3c2=O)COC(C)(C)C4)cc1	1	0.76	1	0.1	-14.1	·	8.2	0.9	-4.9
CN(C)S(=O)(=O)c1ccc(C(=O)OCC(=O)c2ccc(OC(F)F)cc2OC(F)F)cc1	1.2	0.23	0.1	-3.2	-7.4	1.1	48.4	0.5	85.5*
COc1cccc(C2=NOC(C(=O)NCc3ccccc3)C2)c1 (centres undefined)	0.9	0.73	0.5	-2.2	31.4	1.3	-24.2	1.2	50.5*
Cc1ccccc1OCC(=O)NC1=NCCS1	0.9	0.89	0.5	-2.0	-7.7	·	38.4	0.6	51.3*
CC(C)C1CC(c2csc(N)n2)CCO1 (centres undefined)	0.9	0.62	0.6	-3.9	5.0	1.1	14.6	0.9	37.5

2 compounds picked at random from those above:
SMILES	PLAP act	PTK2B oligo ant	CYP2C19 act	CD11b adhes enh	Mac1 fbg inh	MT1-MMP txn act	CYP2C9 inhib	CYP2C9 act	CYP2C19 inh
CC(=O)Nc1ccc(S(=O)(=O)N2CCSC2C(=O)O)cc1 (centres undefined)	0.8	-0.18	0.8	-1.8	-1.4	·	4.8	1	19.0
N#Cc1c(N)n(CCNC(=O)c2ccc(Cl)cc2)c2nc3ccccc3nc12	0.9	-0.84	0.9	-6.9	-17.1	·	-3.8	1	10.0
